Mdm2 ligase inh = inhibitors of human Mdm2 E3 ubiquitin ligase. cell-based MDM2 ubiquitination luciferase reporter, 2 h; 0 = plate control, 100 = twice control, blank-subtracted. signal enhancement, % at 5 µM. 210,000 tested, 0.11% active. AID 1230;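 active = signal enhancement of 30% or more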;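 note: luminescence tracks abundance of the self-degrading MDM2-luciferase fusion protein; higher signal means inhibition of MDM2 E3 ligase activity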
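test system = mammalian cells stably expressing self-ubiquitinating, self-degrading MDM2 E3–luciferase fusion | quantity = 2000 cells/well | incubation = cell settling 4 h, compound treatment 2 h, both 37 °C | signal = luminescence with SteadyLite reagent, 15 min at room temperature | evaluation = % enhancement relative to plate controls after blank subtraction | benchmarks = plate controls and plate blanks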
Runt-CBFb FRET = inhibitors of human RUNX1 Runt domain binding to CBFb; Q01196+Q13951; Cerulean-Runt/Venus-CBFb FRET ratio 530/480, 1 h; inhibition, % at 20 µM; 220,000 tested, 0.46% active;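 active = inhibition over about 50% at 20 µM in the single-dose screen, limit read from the data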;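 note: 0% = DMSO wells and 100% = excess unlabeled CBFb competitor control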
Target sequence (Q01196 whole entry, looked up, the tested form may be a part): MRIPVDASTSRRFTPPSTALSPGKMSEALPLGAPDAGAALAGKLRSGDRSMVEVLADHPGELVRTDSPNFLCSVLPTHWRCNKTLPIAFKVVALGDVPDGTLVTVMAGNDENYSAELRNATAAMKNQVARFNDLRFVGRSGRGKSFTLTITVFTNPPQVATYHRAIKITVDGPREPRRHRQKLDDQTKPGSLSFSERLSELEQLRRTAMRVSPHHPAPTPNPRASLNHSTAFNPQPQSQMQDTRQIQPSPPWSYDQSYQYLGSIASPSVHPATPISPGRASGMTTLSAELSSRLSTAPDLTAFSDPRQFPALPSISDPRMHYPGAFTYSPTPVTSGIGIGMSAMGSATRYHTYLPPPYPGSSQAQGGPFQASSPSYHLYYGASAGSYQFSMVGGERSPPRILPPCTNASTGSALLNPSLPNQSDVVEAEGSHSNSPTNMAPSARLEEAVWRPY
Target sequence (Q13951 whole entry, looked up, the tested form may be a part): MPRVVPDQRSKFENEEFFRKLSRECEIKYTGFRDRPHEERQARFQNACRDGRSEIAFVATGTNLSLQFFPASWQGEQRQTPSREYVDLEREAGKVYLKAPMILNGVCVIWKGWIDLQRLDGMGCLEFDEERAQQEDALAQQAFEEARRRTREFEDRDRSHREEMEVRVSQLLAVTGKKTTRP
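Assay system: Cerulean-Runt domain fusion protein, energy donor; Signal: fluorescence energy transfer, 422 nm excitation, 530/480 nm emission; Timing: 1 h compound exposure, room temperature; Control set: unlabeled CBFb; Medium: Tris buffer pH 7.5 with salts and BSA; Compound: single test concentration of 20 µM, 1% DMSO final; Probe or stimulus: Venus-CBFb 100 nM.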
Runt-SMMHC FRET = Runt domain-CBFb-SMMHC interaction inhibition; Q01196+Q13951; Cerulean-Runt/Venus-CBFb-SMMHC FRET ratio 530/480, 1 h; inhibition, % at 20 µM; 220,000 tested, 0.74% active;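 active = mean inhibition across duplicate retests at 20 µM reaching about 50%, limit read from the data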;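 note: 0% = DMSO wells and 100% = wells with excess untagged CBFb-SMMHC; inhibitors lower the FRET ratio by blocking Runt binding to CBFb-SMMHC; some results filed as inactive read as strong as hits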
NPY-Y1 antag = blocks the human neuropeptide Y Y1 receptor | P25929 | HEK293-CNG Y1 cells, membrane potential fluorescence; NPY at EC95, then isoproterenol | inhibition, % at 3.6 µM | 200,000 tested, 1% active | AID 1040;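 active = inhibition above the campaign mean inhibition of all tested compounds plus 3 SD, cut at about 20% in these data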;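 note: 0% = DMSO wells given NPY plus isoproterenol and 100% = isoproterenol alone without NPY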
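Assay system: HEK293 cells with Y1 receptor plus CNG channel | Probe or stimulus: NPY (25 nM), isoproterenol (1 µM), Ro 20-1724 (25 µM) | Timing: Compound incubation 1 h at room temperature, readout 45 min post-stimulation | Measured by: Membrane-potential fluorescent dye readout | Benchmarks: High control isoproterenol alone, low control NPY with isoproterenol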
NPY-Y1 PAM-ag = human NPY-Y1 potentiation or agonism, primary screen. P25929. NPY-Y1 expressing cells, potentiator/agonist activation. activation, % at 3.6 µM. 220,000 tested, 0.37% active. AID 1304; in the data active = activation above about 33%, passing the limit was not always enough;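 note: cells stimulated with NPY at EC10 then isoproterenol at EC100; 0% = low agonist plus stimulus and 100% = saturating agonist plus stimulus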
p97 inhibitor = inhibitors of human p97 ATPase. 220,000 tested, 0.42% active. P55072. recombinant p97 ATPase, Kinase-Glo ATP luminescence, 3 h. inhibition, % at 8 µM; in the data active = inhibition above about 15%;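 note: 0% = DMSO vehicle and 100% = wells lacking enzyme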
RBBP9 inhibitor = inhibitors of human serine hydrolase RBBP9. AID 1515. recombinant RBBP9, FP-Rh probe fluorescence polarization. inhibition, % at 7.94 µM. 220,000 tested, 0.2% active. O75884;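 active = inhibition above the campaign mean of all tested compounds plus 3 SD, cut at about 14% in these data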;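 note: plate controls were DMSO wells with RBBP9 for no effect and wells lacking RBBP9 protein for full effect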
Target sequence (O75884 whole entry, looked up): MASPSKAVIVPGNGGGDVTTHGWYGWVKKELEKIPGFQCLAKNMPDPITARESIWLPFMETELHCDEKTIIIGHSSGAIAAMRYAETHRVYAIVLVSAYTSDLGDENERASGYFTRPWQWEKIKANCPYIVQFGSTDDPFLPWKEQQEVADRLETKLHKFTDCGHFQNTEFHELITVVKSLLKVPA
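Test system – recombinant human RBBP9 · Input – RBBP9 2.5 µM in dispensing solution, pre-mixing · Medium – Tris buffer pH 8.0, NaCl, Pluronic · Schedule – preincubation 30 min plus labeling 45 min at 25 °C · Measured by – fluorescence polarization · Measure – % inhibition · Controls – DMSO and no-protein wells · Replicates – one well per compound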
Hck Nef HTS = blocks Nef-activated human Hck kinase; P08631; Recombinant Hck-YEEI plus Nef, Z-Lyte FRET kinase assay; inhibition, % at 20 µM; 220,000 tested, 0.68% active; AID 463187;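 active = Hck-Nef kinase inhibition above about 50%, limit read from the data; inactive = inhibition below that limit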;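 note: 0% = DMSO with Hck plus Nef and 100% = Hck alone without Nef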
NPY-Y2 PAM-ag = potentiators or agonists of human neuropeptide Y receptor Y2. activation, % at 3.6 µM. P49146. 220,000 tested, 0.45% active. cells expressing NPY-Y2, potentiator/agonist read-out; in the data active = activation above about 27%;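 note: cells stimulated with NPY near EC25 plus isoproterenol at EC100; 0% = vehicle plus submaximal agonist and 100% = vehicle plus saturating agonist; some results beyond the cut were filed as inactive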
* marks the source's active call; other numbers are inactive results.

What do the screens show for `CC(=O)Nc1ccc(Oc2ccc(NC(C)=O)c(NC(C)=O)c2)cc1`?
Mdm2 ligase inh: -1; Runt-CBFb FRET: 0; Runt-SMMHC FRET: -3; NPY-Y1 antag: 0; NPY-Y1 PAM-ag: -6; p97 inhibitor: 6; RBBP9 inhibitor: 1; Hck Nef HTS: 3; NPY-Y2 PAM-ag: -7

How did COc1ccc(Oc2nc(-c3ccccc3)ncc2S(=O)(=O)c2ccccc2)cc1 do in these assays?
Mdm2 ligase inh: 4; Runt-CBFb FRET: 1; Runt-SMMHC FRET: 0; NPY-Y1 antag: 2; NPY-Y1 PAM-ag: -7; p97 inhibitor: 2; RBBP9 inhibitor: -8; Hck Nef HTS: 1; NPY-Y2 PAM-ag: -4

Results for COc1cc(-c2nc3ccc4ccccc4c3c3c2CCC3)ccc1O ?
Mdm2 ligase inh: 5; Runt-CBFb FRET: -3; Runt-SMMHC FRET: 0; NPY-Y1 antag: -2; NPY-Y1 PAM-ag: -4; p97 inhibitor: 3; RBBP9 inhibitor: -1; Hck Nef HTS: 5; NPY-Y2 PAM-ag: -8

How did CCOC(=O)N1CCC(NCCNC(=O)c2cccs2)CC1 do in these assays?
Mdm2 ligase inh: -8; Runt-CBFb FRET: 0; Runt-SMMHC FRET: -1; NPY-Y1 antag: 3; NPY-Y1 PAM-ag: -25; p97 inhibitor: -4; RBBP9 inhibitor: -11; Hck Nef HTS: 7; NPY-Y2 PAM-ag: 3

Results for CCCC1C(=O)N(Cc2ccccc2)C(=O)CC1C (stereo unspecified) ?
Mdm2 ligase inh: 6; Runt-CBFb FRET: -2; Runt-SMMHC FRET: 2; NPY-Y1 PAM-ag: -1; p97 inhibitor: -9; RBBP9 inhibitor: -10; Hck Nef HTS: -3; NPY-Y2 PAM-ag: -12

How did O=C(Cn1nnc2c(sc3nc4c(c(-c5ccccc5)c32)CCC4)c1=O)c1ccccc1 do in these assays?
Mdm2 ligase inh: 1; Runt-CBFb FRET: -1; Runt-SMMHC FRET: -5; NPY-Y1 antag: -3; NPY-Y1 PAM-ag: -20; p97 inhibitor: 1; RBBP9 inhibitor: -4; Hck Nef HTS: 9; NPY-Y2 PAM-ag: -8

How did O=C(/C=C/c1ccccc1Cl)NC1CCS(=O)(=O)C1 (stereo unspecified) do in these assays?
Mdm2 ligase inh: 2; Runt-CBFb FRET: -1; Runt-SMMHC FRET: -1; NPY-Y1 antag: 0; NPY-Y1 PAM-ag: 2; p97 inhibitor: 6; RBBP9 inhibitor: -9; Hck Nef HTS: 22; NPY-Y2 PAM-ag: 14

What do the screens show for `CCCC(=O)NC(=S)Nc1ccccc1N1CCOCC1`?
Mdm2 ligase inh: -7; Runt-CBFb FRET: -2; Runt-SMMHC FRET: 2; NPY-Y1 antag: 3; NPY-Y1 PAM-ag: -2; p97 inhibitor: -1; RBBP9 inhibitor: 2; Hck Nef HTS: 2; NPY-Y2 PAM-ag: 6

Results for C/C(=N/NC(=O)c1cccs1)c1cccc(N)c1 ?
Mdm2 ligase inh: -16; Runt-CBFb FRET: 0; Runt-SMMHC FRET: 0; NPY-Y1 antag: -2; NPY-Y1 PAM-ag: -16; p97 inhibitor: -6; RBBP9 inhibitor: -12; Hck Nef HTS: 13; NPY-Y2 PAM-ag: -10

Results for Cc1cccc2c1NC(C)CC2C (stereo unspecified) ?
Mdm2 ligase inh: -12; Runt-CBFb FRET: 3; Runt-SMMHC FRET: 2; NPY-Y1 antag: -5; NPY-Y1 PAM-ag: 5; p97 inhibitor: 4; RBBP9 inhibitor: -1; Hck Nef HTS: -21; NPY-Y2 PAM-ag: -4

What do the screens show for `c1cc(CNc2ccc(N3CCOCC3)cc2)ccn1`?
Mdm2 ligase inh: -10; Runt-CBFb FRET: 3; Runt-SMMHC FRET: 3; NPY-Y1 antag: 1; NPY-Y1 PAM-ag: -2; p97 inhibitor: 2; RBBP9 inhibitor: 0; Hck Nef HTS: 0; NPY-Y2 PAM-ag: -1

Results for COC(=O)c1c(NC(=O)c2c(C)noc2C)sc2c1CCCCCC2 ?
Mdm2 ligase inh: -18; Runt-CBFb FRET: 1; Runt-SMMHC FRET: 0; NPY-Y1 antag: -1; NPY-Y1 PAM-ag: 4; p97 inhibitor: -5; RBBP9 inhibitor: -7; Hck Nef HTS: 3; NPY-Y2 PAM-ag: 3

How did COc1ccc(C2C(C(=O)O)CC(=O)N2c2ccc(OC)cc2)cc1 (stereo unspecified) do in these assays?
Mdm2 ligase inh: 4; Runt-CBFb FRET: -2; Runt-SMMHC FRET: -2; NPY-Y1 antag: -6; NPY-Y1 PAM-ag: 15; p97 inhibitor: 3; RBBP9 inhibitor: -3; Hck Nef HTS: 3; NPY-Y2 PAM-ag: 6

Results for CN(C(=O)COc1ccc(Cl)cc1)c1nnc(C23CC4CC(CC(C4)C2)C3)s1 ?
Mdm2 ligase inh: 2; Runt-CBFb FRET: 0; Runt-SMMHC FRET: -1; NPY-Y1 antag: -3; NPY-Y1 PAM-ag: 13; p97 inhibitor: 4; RBBP9 inhibitor: 1; Hck Nef HTS: 10; NPY-Y2 PAM-ag: 3

How did CC(CC(C)C(=O)Nc1ccccc1C(C)(C)C)C(=O)O (stereo unspecified) do in these assays?
Mdm2 ligase inh: 16; Runt-CBFb FRET: -1; Runt-SMMHC FRET: -2; NPY-Y1 antag: 1; NPY-Y1 PAM-ag: -16; p97 inhibitor: -2; RBBP9 inhibitor: 0; Hck Nef HTS: 8; NPY-Y2 PAM-ag: -1

What do the screens show for `COc1cc2c3c(c1OC)C1(C=CC(=O)C=C1)CC3N(C(=O)c1ccccc1)CC2` (stereo unspecified)?
Mdm2 ligase inh: -24; Runt-CBFb FRET: 0; Runt-SMMHC FRET: -1; NPY-Y1 antag: 1; NPY-Y1 PAM-ag: 3; p97 inhibitor: -7; RBBP9 inhibitor: -14; Hck Nef HTS: 0; NPY-Y2 PAM-ag: -2

What do the screens show for `Cc1ccnc(N2C(=O)C3C4CC(C(Br)C4Br)C3C2=O)c1` (stereo unspecified)?
Mdm2 ligase inh: -16; Runt-CBFb FRET: 0; Runt-SMMHC FRET: -1; NPY-Y1 antag: 0; NPY-Y1 PAM-ag: -10; p97 inhibitor: 2; RBBP9 inhibitor: 0; Hck Nef HTS: 1; NPY-Y2 PAM-ag: 4

Results for COc1ccc(N2CCN(C(=O)c3ccc(CS(=O)(=O)c4ccc(OC)cc4)o3)CC2)cc1 ?
Mdm2 ligase inh: -6; Runt-CBFb FRET: 3; Runt-SMMHC FRET: -2; NPY-Y1 antag: 10; NPY-Y1 PAM-ag: 2; p97 inhibitor: -5; RBBP9 inhibitor: -6; Hck Nef HTS: 0; NPY-Y2 PAM-ag: 7

Results for COc1cc(NS(=O)(=O)c2ccc(Nc3nc(-c4ccccc4)cs3)cc2)nc(OC)n1 ?
Mdm2 ligase inh: -2; Runt-CBFb FRET: -6; Runt-SMMHC FRET: -3; NPY-Y1 antag: -1; NPY-Y1 PAM-ag: 26; p97 inhibitor: 1; RBBP9 inhibitor: -6; Hck Nef HTS: 0; NPY-Y2 PAM-ag: 24

How did COc1ccc(C(=O)NCCSc2ccc(C)cc2)cc1 do in these assays?
Mdm2 ligase inh: 2; Runt-CBFb FRET: -1; Runt-SMMHC FRET: 2; NPY-Y1 antag: -1; NPY-Y1 PAM-ag: -19; p97 inhibitor: -6; RBBP9 inhibitor: -8; Hck Nef HTS: 5; NPY-Y2 PAM-ag: -12

What do the screens show for `Cc1onc(-c2ccccc2)c1-c1n[nH]c(=S)n1-c1ccc(C(=O)O)cc1`?
Mdm2 ligase inh: -14; Runt-CBFb FRET: 7; Runt-SMMHC FRET: 8; NPY-Y1 antag: -2; NPY-Y1 PAM-ag: 15; p97 inhibitor: 5; RBBP9 inhibitor: 3; Hck Nef HTS: -5; NPY-Y2 PAM-ag: 15

How did CC(C)(C)c1nc2scc(-c3cccs3)c2c(=O)o1 do in these assays?
Mdm2 ligase inh: -7; Runt-CBFb FRET: 0; Runt-SMMHC FRET: -9; NPY-Y1 antag: 6; NPY-Y1 PAM-ag: -8; p97 inhibitor: 1; RBBP9 inhibitor: -1; Hck Nef HTS: 3; NPY-Y2 PAM-ag: -6

Results for CCCCOc1ccc(S(N)(=O)=O)cc1 ?
Mdm2 ligase inh: -6; Runt-CBFb FRET: 2; Runt-SMMHC FRET: 3; NPY-Y1 antag: -3; NPY-Y1 PAM-ag: 6; p97 inhibitor: 3; RBBP9 inhibitor: 1; Hck Nef HTS: 7; NPY-Y2 PAM-ag: -5

How did Cc1cc(C)c(S(=O)(=O)N(CC(=O)N2CCCC2)C2CCCCC2)c(C)c1 do in these assays?
Mdm2 ligase inh: 5; Runt-CBFb FRET: -1; Runt-SMMHC FRET: -2; NPY-Y1 antag: 7; NPY-Y1 PAM-ag: 17; p97 inhibitor: -8; RBBP9 inhibitor: -4; Hck Nef HTS: 7; NPY-Y2 PAM-ag: 3

What do the screens show for `CCOc1ccc(C(=O)COc2ccc(NC(C)=O)cc2)cc1`?
Mdm2 ligase inh: -17; Runt-CBFb FRET: 2; Runt-SMMHC FRET: -7; NPY-Y1 antag: 1; NPY-Y1 PAM-ag: -3; p97 inhibitor: 0; RBBP9 inhibitor: -7; Hck Nef HTS: 2; NPY-Y2 PAM-ag: 3

Results for COc1cc(/C=C/C2=NC(=O)C(C)(C)O2)ccc1O ?
Mdm2 ligase inh: -27; Runt-CBFb FRET: -2; Runt-SMMHC FRET: -8; NPY-Y1 antag: 10; NPY-Y1 PAM-ag: -13; p97 inhibitor: 5; RBBP9 inhibitor: -9; Hck Nef HTS: 1; NPY-Y2 PAM-ag: -5

How did CC1=NN(C(C#N)c2c(C)nn(Cc3ccccc3)c2C)C(C)(C)C1 (stereo unspecified) do in these assays?
Mdm2 ligase inh: -10; Runt-CBFb FRET: 0; Runt-SMMHC FRET: 0; NPY-Y1 antag: -5; NPY-Y1 PAM-ag: -21; p97 inhibitor: -2; RBBP9 inhibitor: -10; Hck Nef HTS: -8; NPY-Y2 PAM-ag: 2

How did O=C(NNC(=S)NCc1ccc(Cl)cc1)c1ccc(Br)o1 do in these assays?
Mdm2 ligase inh: -6; Runt-CBFb FRET: 2; Runt-SMMHC FRET: -3; NPY-Y1 antag: 15; NPY-Y1 PAM-ag: -11; p97 inhibitor: 4; RBBP9 inhibitor: -3; Hck Nef HTS: 18; NPY-Y2 PAM-ag: -28
